12-LOX inh: ALOX12 (human) lipoxygenase inhibition; purified 12hLO, xylenol orange hydroperoxide absorbance; actives 1.1% (n = 580,000); Potency, µM (highest dose often 108 µM), for the others: at the highest dose activity change, negative = inhibition, most hits filed as inhibitors; AID 1671190; also: potency is read from the fitted curve at half-maximal effect; % is scaled to controls: 0 for no effect and ±100 for the full control effect
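Hydroperoxide product was detected by ferrous iron/xylenol orange as the 573 to 405 nm absorbance ratio. Arachidonic acid at 40 uM (final) was turned over for 30 min at room temperature by 150 nM human 12hLO, pH 7.0 Hepes buffer, after 15 min compound preincubation.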
Apoferritin bind: binds horse apoferritin like a general anesthetic | P02791 | AID 485281 | Potency, µM (highest dose often 77.5 µM), for the others: at the top dose activity change, negative = displacement, usual class: inhibitors | apoferritin/1-aminoanthracene competitive binding, fluorescence | actives 0.074% (n = 350,000); also: potency is read from the fitted curve at half-maximal effect; % is scaled to controls: 0 for no effect and ±100 for the full control effect; nearly all actives have a fitted effect of over 20% in size
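Apoferritin-based anesthetic binding model; compound displacement of fluorescent 1-AMA measured as endpoint fluorescence after 10 minutes at room temperature, scaled to free-ligand and complex controls.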
RGS4 inh: blocks human RGS4-accelerated GTP hydrolysis; AID 504845; actives 0.039% (n = 390,000); Potency, µM (doses to about 114 µM), for inactives: top-dose activity change, negative = inhibition, hits mostly inhibitors; P49798; Transcreener GDP fluorescence polarization, RGS4-accelerated GTP hydrolysis; also: potency is read from the fitted curve at half-maximal effect; % is scaled to controls: 0 for no effect and ±100 for the full control effect; nearly all actives have a fitted effect of over 75% in size; some results filed as inactive show a strong effect at the top dose
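MLSMR compounds (23 nl, pin-transferred) preincubated 10 min at room temperature with a 500nM (2x) first reagent, then RGS4 at 900nM (2x) plus Transcreener GDP mix added; fluorescence polarization (620/688 nm) read before and after 90 min at 30 °C.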
POLH inh: blocks human DNA polymerase eta activity. Q9Y253. recombinant Pol eta, fluorescent DNA replication assay. Potency, µM (highest dose often 114 µM), for inactives: at the highest dose activity change, negative = inhibition, hits mostly inhibitors. actives 1.2% (n = 390,000); also: potency is read from the fitted curve at half-maximal effect; % is scaled to controls: 0 for no effect and ±100 for the full control effect
Target sequence (Q9Y253 whole entry, looked up): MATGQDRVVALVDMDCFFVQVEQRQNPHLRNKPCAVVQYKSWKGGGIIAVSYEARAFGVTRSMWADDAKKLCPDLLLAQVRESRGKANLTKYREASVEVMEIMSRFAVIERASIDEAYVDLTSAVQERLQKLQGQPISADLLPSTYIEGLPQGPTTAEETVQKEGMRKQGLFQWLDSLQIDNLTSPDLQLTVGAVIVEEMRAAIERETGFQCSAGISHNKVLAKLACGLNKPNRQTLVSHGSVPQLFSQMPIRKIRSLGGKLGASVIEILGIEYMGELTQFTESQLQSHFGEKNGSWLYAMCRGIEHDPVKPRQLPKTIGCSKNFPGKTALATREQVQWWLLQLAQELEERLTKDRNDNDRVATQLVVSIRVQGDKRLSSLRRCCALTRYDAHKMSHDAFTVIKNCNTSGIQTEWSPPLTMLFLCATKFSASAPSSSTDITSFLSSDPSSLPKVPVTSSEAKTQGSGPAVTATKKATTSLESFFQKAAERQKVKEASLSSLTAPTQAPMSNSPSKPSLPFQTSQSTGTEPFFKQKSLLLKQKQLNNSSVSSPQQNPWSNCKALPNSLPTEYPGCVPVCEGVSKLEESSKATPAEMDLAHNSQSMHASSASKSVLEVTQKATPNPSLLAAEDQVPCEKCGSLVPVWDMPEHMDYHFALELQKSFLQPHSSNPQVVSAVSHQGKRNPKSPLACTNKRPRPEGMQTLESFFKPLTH
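Fluorescent replication assay: 50 nM final substrate added after a 15 min room-temperature compound preincubation with 10 nM enzyme. Signal taken at 0 min and again at 10 min.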
ERG-DNA inh: blocks human ERG Ets domain binding to DNA. fluorescence polarization, His-ERG Ets domain / labelled DNA. Potency, µM (series often up to 76.9 µM), for the others: top-dose FP activity, negative = inhibition, most hits filed as inhibitors. actives 0.028% (n = 370,000); active = well fitted inhibition curve with a large enough effect in the polarisation, with a control signal flat; inconclusive = small, poorly fitted or top-dose-only effect, or effect the other way, or a change in a side signal; inactive = no such curve, though single readings can be large or run the other way; the % refers to the polarisation;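 also: polarization taken with two DNA probes labelled with fluorescein and Texas red; potency is read from the fitted curve at half-maximal effect; % of control where 0% means no effect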
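His-tagged ERG Ets domain (1 uM in the protein solution; 300mM KCl, 50mM Tris-HCl, 1mM EDTA, 1mM DTT, pH 7.5) received compound, then a probe mix of 5 nM fluorescein-DNA and 100nM Texas-615-DNA. Fluorescence polarization was read for both dyes.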
LDHA block: LDHA (human) enzyme inhibition; P00338; purified LDHA, NADH/diaphorase-resazurin fluorescence; active compounds read low; activity change, % (values are at about 110 or 230 µM); actives 0.15% (n = 480,000); in the data active = activity change below about -30%; inconclusive = mostly about -25% to -30%;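 also: plate controls were DMSO wells for no effect and wells without enzyme for full effect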
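LDH5 2 nM; NADH 0.06 mM, pyruvate 0.2 mM; 200 mM Tris pH 7.4, EDTA, Tween-20; 5 min RT. Detection: diaphorase 0.133 mg/mL + resazurin 37 µM, fluorescence ex540/em590 at 0 and 20 min; normalized to enzyme-free and DMSO wells.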
Pol beta inh: inhibitors of human DNA polymerase beta; Pol beta primer extension/strand displacement, fluorescence kinetic; Potency, µM (highest dose often 114 µM), for inactives: at the top dose activity change, negative = inhibition, actives largely listed as inhibitors; actives 1.3% (n = 340,000); also: potency is read from the fitted curve at half-maximal effect; % is scaled to controls: 0 for no effect and ±100 for the full control effect
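Pol beta (10 nM) and compounds were preincubated 15 min at room temperature, then 50 nM substrate (final) started primer extension/strand displacement. Reads were taken at 0 and 10 min; concentration-response data were fitted to a four-parameter Hill equation.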
APEX1 inh: inhibitors of human APE1 endonuclease. P27695. recombinant APE1, TAMRA/BHQ-2 abasic DNA cleavage fluorescence. Potency, µM (series often up to 65.8 µM), for the others: top-dose activity change, negative = inhibition, actives largely listed as inhibitors. actives 0.35% (n = 350,000). AID 2517;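 also: potency is read from the fitted curve at half-maximal effect; plate controls were vehicle for no effect and reference inhibitor for full effect; nearly all actives have a fitted effect of over 55% in size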
Target sequence (P27695 whole entry, looked up): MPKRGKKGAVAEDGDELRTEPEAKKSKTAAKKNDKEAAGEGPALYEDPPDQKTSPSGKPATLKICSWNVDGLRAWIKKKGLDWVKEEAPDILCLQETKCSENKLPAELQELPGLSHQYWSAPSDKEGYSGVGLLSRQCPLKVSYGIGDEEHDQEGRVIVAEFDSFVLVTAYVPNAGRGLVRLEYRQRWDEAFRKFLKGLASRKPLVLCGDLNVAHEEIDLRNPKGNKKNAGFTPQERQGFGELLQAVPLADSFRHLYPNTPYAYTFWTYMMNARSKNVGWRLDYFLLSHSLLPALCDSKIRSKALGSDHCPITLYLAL
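APE1 at 0.75 nM final was preincubated with compound 15 min at room temperature, then 50 nM double-stranded THF abasic-site substrate (5'-TAMRA/3'-BHQ-2) was added. Fluorescence (ex 525/em 598 nm) was read kinetically; third-minus-first read gave activity.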
Pol kappa inh: inhibitors of human DNA polymerase kappa; purified Pol kappa, fluorescent DNA synthesis assay, 10 min; Potency, µM (top dose mostly 107 µM), inactives show at the highest dose activity, negative = inhibition, hits mostly inhibitors; actives 0.53% (n = 400,000); AID 588579; also: potency is read from the fitted curve at half-maximal effect; % is scaled to controls: 0 for no effect and ±100 for the full control effect
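Pol kappa 10 nM + cpd, 15 min RT; start w/ substrate 50 nM final; fluorescence kinetic read, 0 and 10 min. Neg ctrl: buffer, no enzyme.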
An asterisk follows results filed as active; ? = inconclusive; nt = not tested or not shown; & = joins results of further samples; [ ] = another dose, or the depositor's remark. Unless noted, calls follow the shape of the dose curve; as a rule, active = well fitted curve in the direction sought with a large enough effect; inconclusive = small, poorly fitted or top-dose-only effect, or another doubt; inactive = no such curve, though single readings can be large; an effect the other way counts as inactive or inconclusive. These rows are one share of the data; the hit share may differ from the screen's.

SMILES	12-LOX inh	Apoferritin bind	RGS4 inh	POLH inh	ERG-DNA inh	LDHA block	Pol beta inh	APEX1 inh	Pol kappa inh
CC1CC(C)CN(S(=O)(=O)CCNC(=O)c2ccccc2)C1 (stereo not given)	-1%	nt	16%	3%	nt	-2	nt	-4%	-17%
COc1ccc(NS(=O)(=O)c2cccc(C(=O)NNC(=O)c3ccc(=O)[nH]c3)c2)cc1	-3%	nt	-14%	-6%	15%	-4	nt	13%	-8%
O=C(Cn1cnc2c(nnn2-c2ccc(F)cc2)c1=O)N1CCCC1	8%	-17%	-12%	-3%	-7%	-11	42%	-12%	-11%
COc1ccc(NC(=O)C2=CCN(S(=O)(=O)c3ccccc3)CC2)cc1OC	-8%	-14%	6%	-14%	0%	2	1%	9%	3%
COc1ccc(C2CC(c3ccccc3)n3nc(NC(=O)c4cccs4)nc3N2)cc1 (stereo not given)	4%	-15%	-14%	-18%	8%	0	-1%	5%	-11%
CC(Sc1nnc(N)s1)C(=O)NCc1ccc2c(c1)OCO2 (stereo not given)	70%	nt	-2%	0%	6%	-3	nt	29%	0%
CCN(CC)S(=O)(=O)c1ccc2c(c1)c(=O)c(C(=O)N1CCN(c3cc(Cl)ccc3C)CC1)cn2C	-8%	-7%	-53%	-12%	-9%	3	-5%	nt	-8%
CCn1c(=O)cc(SCC(=O)NCCc2cccc(C)c2)c2ccccc21	-22%	-4%	19%	-9%	-10%	2	6%	nt	-9%
Cc1ccc(NC(=O)C2CCN(S(=O)(=O)c3ccc4c(c3)NC(=O)C(C)S4)CC2)c(Cl)c1 (stereo not given)	4%	-11%	-6%	-17%	17%	-2	?	-18%	-14%
Cc1ccc(C)c(S(=O)(=O)N2CCN(C(=O)CSC(=S)N3CCCC3)CC2)c1	-4%	nt	-9%	-20%	-6%	-9	nt	14%	10%
CCn1cc(CN2CCN(Cc3cccc(OC)c3)C(CCO)C2)c(C)n1 (stereo not given)	2%	-6%	7%	-19%	-3%	-5	23%	-4%	0%
CCOc1ccc(S(=O)(=O)N2CCOCC2)c2ccccc12	-2%	-13%	1%	0%	5%	3	-2%	9%	3%
COc1ccc(NC(=O)C2C3C=CC4(O3)C2C(=O)N(CCCN2CCCC(C)C2)C4C(=O)NC2CCCCC2)cc1 (stereo not given)	-1%	1%	2%	-2%	-6%	1	19%	-7%	-8%
COc1ccccc1C(=O)NCCC(=O)Nc1ccc(C)cn1	-1%	-6%	37%	-2%	0%	-9	12%	-11%	-2%
Cc1nc(CC(=O)NNS(=O)(=O)c2cccc(Cl)c2Cl)cs1	-12%	nt	20%	-10%	-5%	-9	nt	18%	-14%
Cc1ccc(NS(=O)(=O)c2ccc(Cl)s2)nc1	?	-10%	0%	-4%	2%	3	0%	-4%	-20%
Cc1ccc(S(=O)(=O)N(C)C)cc1NC(=O)COC(=O)Cc1cccs1	-19%	nt	-6%	-14%	-2%	-5	nt	8%	-15%
COc1cc(NC(=O)Cn2ncc3c2-c2ccccc2OC3)cc(OC)c1OC	8%	-23%	-10%	-24%	2%	0	1%	-1%	0%
Cc1ccn2c(=O)nc(SCC(=O)Nc3ccc4c(c3)OCCO4)nc2c1	13%	nt	1%	?	-16%	-3	nt	19%	-11%
CCOC(=O)C1=C(COC(=O)C(CC)Oc2ccccc2)NC(=O)NC1C (stereo not given)	?	nt	-14%	-13%	3%	-3	nt	50%	-2%
O=C(COC(=O)c1cc([N+](=O)[O-])ccc1NCCO)c1ccc(Cl)cc1	-17%	?	-36%	-17%	-2%	-2	-1%	-4%	-5%
O=C(CN(Cc1ccccc1)S(=O)(=O)c1ccc(Br)cc1)NCc1ccco1	?	-6%	-17%	-13%	-12%	1	-14%	-5%	-12%
CCN(CC)S(=O)(=O)c1cccc(C(=O)NC(C(=O)Nc2nnc(C3CC3)s2)C(C)C)c1 (stereo not given)	-6%	?	-31%	6%	2%	0	-8%	1%	-15%
O=C(Nc1ccc(Cl)cc1Cl)c1cc(S(=O)(=O)N2CCC3(CC2)OCCO3)ccc1F	-4%	-11%	0%	5%	11%	0	-1%	nt	-7%[60.1 µM]

In the list so far, three contain an aryl thioether with sulfur outside any ring.
SMILES	12-LOX inh	Apoferritin bind	RGS4 inh	POLH inh	ERG-DNA inh	LDHA block	Pol beta inh	APEX1 inh	Pol kappa inh
CC(Sc1nnc(N)s1)C(=O)NCc1ccc2c(c1)OCO2 (stereo not given)	70%	nt	-2%	0%	6%	-3	nt	29%	0%
CCn1c(=O)cc(SCC(=O)NCCc2cccc(C)c2)c2ccccc21	-22%	-4%	19%	-9%	-10%	2	6%	nt	-9%
Cc1ccn2c(=O)nc(SCC(=O)Nc3ccc4c(c3)OCCO4)nc2c1	13%	nt	1%	?	-16%	-3	nt	19%	-11%

Next entries
SMILES	12-LOX inh	Apoferritin bind	RGS4 inh	POLH inh	ERG-DNA inh	LDHA block	Pol beta inh	APEX1 inh	Pol kappa inh
COc1ccc(C(=O)NCCc2ccc(C)cc2)cc1OC1CCN(C(C)=O)CC1	11%	-3%	12%	-15%	-1%	-6	1%	13%	-5%
CCOC(=O)c1cc(-c2ccc(C)cc2)n(CCC(=O)Nc2nc3c(C)cccc3s2)c1C	?	11%	14%	-26%	8%	-7	-16%	nt	-5%
CC1CCCC(NC(=O)C2N(CCCN3CCCC3)C(=O)C3C(C(=O)Nc4ccc(Cl)cc4)C4C=CC32O4)C1C (stereo not given)	15%	-16%	-13%	-13%	-3%	2	19%	39%	-2%
O=S(=O)(NCCN1CCOCC1)c1ccc(-c2ccc(S(=O)(=O)NCCN3CCOCC3)cc2)cc1	2%	-6%	-7%	-7%	-8%	2	37%	27%	19%
CC1=CC(=O)N(c2ccn(C)n2)C1=O	0%	13%	-43%	-15%	-13%	-5	1%	?	-3%
CCOC(=O)C(=O)NNc1cccc(C)c1C	?	-1%	21%	-9%	-3%	0	3%	1%	-15%
COc1ccc(NC(=O)Nc2ccc3c(c2)C(=O)N([C@@H](C)CO)C[C@@H](C)[C@@H](CN(C)S(=O)(=O)c2cn(C)cn2)O3)cc1	?	nt	21%	-8%	4%	3	nt	-11%	-12%
COc1ccc(C(=O)N/C(=C\c2cc(OC)c(OC)cc2[N+](=O)[O-])C(=O)NCC(=O)O)cc1	-4%	-9%	8%	-5%	3%	0	33%	11%	-4%
Fc1cccc(Cl)c1CNCCSc1nnnn1-c1ccccc1	?	10%	0%	-9%	0%	0	14%	nt	0%
CN(CCO)C1=CC(=O)CC(C)(C)C1	0%	-7%	-8%	7%	5%	-3	-1%	2%	-7%
COC(=O)c1[nH]cnc1C(=O)c1ccccc1	?	-7%	20%	-8%	19%	1	1%	0%	-1%
Cc1ccc(-c2ccccc2NC(=O)CCl)o1	?	-2%	-25%	-4%	-10%	-3	-3%	0%	-6%
CC(C)(C)c1ccc(OCC(=O)NCCN2CCCC2)cc1	0%	-21%	38%	-2%	-6%	-8	1%	7%	-8%
CCn1c(C)c(C(=O)c2ccccc2)c(C#N)c1C(=O)O	4%	-2%	13%	-16%	-6%	-3	1%	53%	11%
CC(C)(C)c1nc(SCC(=O)Nc2nc3c(s2)CCCC3)c2ccccc2n1	-6%	6%	25%	-10%	nt	-2	15%	?	-15%
O=C(Nc1ccn(C2CC(OC(=O)c3ccccc3)C(CO)O2)c(=O)n1)c1ccccc1 (stereo not given)	7%	-15%	-16%	-5%	3%	-1	?	-2%	1%
O=C(c1ccco1)N(Cc1cccs1)c1ccc(F)cc1	-7%	3%	34%	-12%	-3%	1	7%	nt	-13%
O=[N+]([O-])c1ccc(/C=N/n2c(C3CCCCC3)n[nH]c2=S)cc1	1%	-12%	-1%	8%	10%	-6	26%	2%	-8%
CC(NC(=O)c1ccc(CS(=O)(=O)c2cccc(C(F)(F)F)c2)o1)c1ccc2c(c1)OCCO2 (stereo not given)	0%	?	2%	-1%	0%	1	1%	-2%	2%
CCCOC(=O)c1ccc(NC(=O)CSC2=Nc3ccccc3C3CC=NN23)cc1 (stereo not given)	6%	-16%	-46%	-11%	4%	3	-1%	1%	6%
O=C(COC(=O)CNC(=O)c1ccccc1)Nc1nnc(-c2ccccc2)o1	-2%&1%	nt	-19%	-7%	8%	2&15	nt	20%	6%
N#CC1=C(N)N(c2ccccc2C#N)C2=C(C(=O)CCC2)C1c1ccsc1 (stereo not given)	-22%	-14%	-25%	-18%	-2%	9	-21%	-5%	-3%
O=C(O)c1ccc(NCc2ccncc2)cc1	-5%	3%	-19%	-2%	-20%	-3	-2%	?	0%
C#CCOc1c(Br)cc(/C=N/O)cc1OCC	0%	-18%	?	?	2%	5	1%	-4%	-7%
Cc1cccc(NC2=NCC(=O)N2Cc2cccs2)c1	-23%	-16%	1%	-1%	-11%	-1	-16%	?	-12%
Cc1ccn2c(=O)c(C(=O)O)cnc2c1	?	6%	-11%	-10%	-7%	-2	-5%	-7%	-10%
CC(/C=N/NC(=O)c1cccs1)=C\c1ccco1	-4%	-18%	-29%	?	10%	9	-15%	-3%	-23%
CN(c1ccccc1)S(=O)(=O)c1cccc(NC(=O)CN2C(=O)NC3(CCCC3)C2=O)c1	-7%	nt	4%	-9%	1%	-6	nt	-4%	-9%
CCOC(=O)C1CCN(C(=O)Nc2ccc(NC(=O)C3CCN(C(=O)OCC)CC3)cc2)CC1	0%	-6%	-16%	-6%	0%	-7	44%	16%	1%

From PubChem
